Growth percent in the NCI-60 one-dose screen (48 h, 10 µM unless noted): 100 = growth as untreated, 0 = no growth, -100 = all killed.
IGROV1: IGROV1 ovarian cancer; AID 1794786; actives 4.7% (n = 79,000)
OVCAR-5: OVCAR-5 ovarian cancer; actives 2.9% (n = 82,000)
SN12C: SN12C renal cancer cells; AID 1794767; actives 3.8% (n = 81,000)
OVCAR-4: OVCAR-4 ovarian cancer cells; actives 3.7% (n = 80,000)
786-0: 786-0 renal cancer cells; actives 5.1% (n = 81,000)
SK-OV-3: SK-OV-3 ovarian cancer cells | actives 3.2% (n = 80,000)
UO-31: UO-31 renal cancer | actives 5.2% (n = 81,000) | AID 1794768
TK-10: TK-10 renal cancer cells; actives 3.9% (n = 81,000)
Active calls of the source: *; x = no result given; & = joins results of further samples; ! = not active in a repeat. The calls were made as follows: active = growth percent below 10; inactive = the rest. Hits appear at their usual frequency; about 8.7% have a hit in one of these screens.

Results follow in this order: IGROV1	OVCAR-5	SN12C	OVCAR-4	786-0	SK-OV-3	UO-31	TK-10
COC(=O)Cc1cc(O)cc2oc(-c3ccc(OC)c(O)c3)cc(=O)c12
 : 109	101	102	106	109	105	89	108
CC1(C)CC=CC(COC(=O)c2ccccc2C(=O)O)C1 (stereo not given)
 : 133	110	113	x	108	108	92	115
CCN(CC)C(=O)/C=C(/C)c1ccccc1
 : 117	113	104	93	101	107	102	107
Cn1c(-c2sc3nnc(-c4ccccc4)c(-c4ccccc4)c3c2O)n[nH]c1=S
 : x	107	x	x	118	119	x	112
Oc1ccc(-c2nnc(Nc3ccc(Br)cc3)o2)cc1
 : 106	95	100	94	95	x	90	92
COc1cc(/C=C2\COc3ccc(O)cc3C2=O)cc(OC)c1
 : 73	74	22	93	88	92	63	94
CCCCC(O)Cn1ncc(C(=O)N/N=C\c2ccc(OC)c(OC3CCCC3)c2)c1N (stereo not given)
 : 106	102	100	89	103	100	79	117
OC1CCCSC1 (stereo not given)
 : 105	110	103	105	109	111	92	105
CCCCOc1ccc(N)cn1
 : 97	99	82	104	96	96	52	91
COc1cc(-c2nnc(SCC(=O)Nc3nc(-c4ccccc4)cs3)o2)cc(OC)c1OC
 : 70	78	89	82	96	84	63	104

Remaining list, next part:
Results follow in this order: IGROV1	OVCAR-5	SN12C	OVCAR-4	786-0	SK-OV-3	UO-31	TK-10
Clc1ccc2c(c1)CC1C[C@@H](/C=C/c3ccccc3)N2O1 (stereo not given in full)
 : 80	110	88	83	92	95	79	105
O=C(Nc1nccs1)c1ccc([N+](=O)[O-])cc1
 : 150	106	96	102	107	104	100	103
Cn1cnc2nc[nH]c2c1=N
 : 92	88	97	97	93	102	76	98
CCOC(=O)c1nn(-c2ccccc2)cc1O
 : 107	102	100	96	88	103	89	112
CC[C@]12C=CCN3CC[C@@]4(c5ccc(OC)cc5N(C)[C@H]4[C@@](O)(C(=O)OC)[C@@H]1OC(=O)CCCP(=O)(c1ccccc1)c1ccccc1)[C@@H]32
 : 96	102	84	95	91	94	64	77
O=C1C(Cl)=C(Oc2cccc3cccnc23)C(=O)c2ccccc21
 : 89	109	97	73	103	93	71	148
O=C(CCN1CCCCC1)c1cccs1
 : 112	118	101	103	108	112	85	104
O=C1C=CC(=O)N1c1ccc2ccccc2c1
 : 105&101	98&97	91&99	94	104&103	100&107	73&68	37&96
C=C[C@H]1C[C@@H]2C[C@@H]3[C@H]4C/C=C\C(=O)NCCCC5NC(=O)C(=C(O)/C=C/[C@@H]4CC(=O)[C@H]3[C@@H]2[C@H]1C)C5=O (stereo not given in full)
 : -63*	-93*	-61*	-78*	x	-100*	-87*	-95*
O=C1OCC23OC=CC2C2(O)CCCc4cccc(c42)N13 (stereo not given)
 : 95	101	99	96	97	95	76	118

Remaining list, next part:
Results follow in this order: IGROV1	OVCAR-5	SN12C	OVCAR-4	786-0	SK-OV-3	UO-31	TK-10
COc1ccc(C(=O)/C=C/c2cc3c(c(OC)c2)OCC(=O)N3)cc1
 : 80	46	49	54	14	103	62	116
FC(F)c1nc2nc(Cl)c(Cl)nc2[nH]1
 : 113	104	98	107	92	97	85	101
CNc1nc(C)nc(NC)n1
 : 107	104	102	104	96	101	91	91
C[C@@H](C[C@H](CCOCc1ccccn1)c1ccccc1)c1ccc2ccccc2c1
 : 89	119	91	89	90	103	72	109
CCSc1nnc(-c2cnn3c2NC(c2ccccc2)C3)n1-c1ccc(F)cc1 (stereo not given)
 : 105	97	94	88	93	99	86	107
COc1ccc(/C=N/C2=NNC(C)(c3ccccc3O)N2C(C)C(=O)O)cc1 (stereo not given)
 : 95	114	109	104	106	72	80	122
O=C(CCc1nnc(-c2cc(O)c(O)c(O)c2)o1)c1nc2ccccc2[nH]1
 : 96	101	102	x	94	103	62	117
CC1Cc2c(Cl)ncnc2N(C)c2ccc(O)cc21 (stereo not given)
 : 103	102	83	27	-3.9*	32	22	94
c1ccc(C2Oc3ccccc3C3CC(c4ccco4)=NN32)cc1 (stereo not given)
 : 100	98	98	100	107	106	81	110
CNc1ccccc1N
 : 103	96	79	93	x	x	74	123

(further entries)
Results follow in this order: IGROV1	OVCAR-5	SN12C	OVCAR-4	786-0	SK-OV-3	UO-31	TK-10
CCn1ncc2c(=O)c(C(=O)c3ccccc3)c[nH]c21
 : 97	95	103	103	95	103	86	110
Clc1ccc(-c2nc(-c3cccs3)cn3ccnc23)cc1
 : 61	108	85	65	100	50	46	61
Cc1cc(Nc2cccc(Cl)c2)nc(N)n1
 : 100	99	104	112	92	115	99	103
Cn1cc(/C=C2\C(=O)N(CCCCCCn3c4ccccc4c(=O)c4ccccc43)c3ccccc32)c2ccccc21
 : 58	104	93	110	112	103	58	126
O=C(CC(=O)c1ccccc1F)Nc1ccc([N+](=O)[O-])cc1
 : 98	104	85	93	101	108	89	92
O=S(=O)(Nc1ccc2c3c(cccc13)CC2)c1ccccc1
 : 83	89	100	96	96	98	61	103
COc1ccc(C2=NN(C(C)=O)C(c3cn(Cc4ccc(Cl)cc4)c4ccccc34)C2)cc1 (stereo not given)
 : 78	80	72	70	89	90	53	83
COc1cc2nc(CSc3nc4ccccc4c(=O)[nH]3)[nH]c(=O)c2cc1OC
 : 106	97	97	98	99	106	85	110
CC(C)/C=C/CC[C@](C)(O)[C@H]1CC[C@]2(C)[C@@H]1CC[C@@H]1[C@@]3(C)C/C(=C/c4cc(C(F)(F)F)cc(C(F)(F)F)c4)C(=O)C(C)(C)[C@@H]3CC[C@]12C
 : 104	101	89	101	103	113	83	138
COc1cccc(\C=N/N=C(N)/C(N)=N\N=C/c2cccc(OC)c2OC)c1OC
 : 105	112	106	110	108	101	87	114

Next compounds follow:
Results follow in this order: IGROV1	OVCAR-5	SN12C	OVCAR-4	786-0	SK-OV-3	UO-31	TK-10
COc1ccc(-c2cn3ccnc3c(-c3ccc4c(c3)ncn4C3CCCCC3)n2)cc1
 : 94	99	105	92	87	95	67	110
COc1cc(-c2ccc(NC(=O)NC3CC3)c(OC)c2)ccc1NC(=O)NC1CC1
 : 84	101	92	80	74	75	46	100
CCCOC(=O)CCC(=O)N(C)C
 : 108	116	102	97	104	115	93	87
COc1ccc(/C=C/C(=O)c2cc(C(=O)/C=C/c3ccc(OC)cc3)n3cccc(C)c23)cc1
 : 105	112	93	98	98	107	83	121
N#CC1(C#N)C(/C=N/NC(N)=S)C(c2ccccc2)C1(C#N)C#N (stereo not given)
 : 116	113	97	78	103	109	77	109
Cc1cc(NS(=O)(=O)c2ccc(N=C3NC(=O)/C(=C/c4coc5ccccc5c4=O)S3)cc2)no1
 : 111	105	104	102	105	107	93	111
CCC(CCCN1C(=O)c2ccccc2C1=O)Nc1cc(OC)cc2cccnc12 (stereo not given)
 : -7.6*	90	99	40	103	107	95	136
C(=C\c1ccccn1)/c1ccccn1
 : 125	97	103	102	103	105	111	123
COCCn1cc(-c2nc(-c3ccsc3)cs2)c2ccccc21
 : 95	93	102	97	91	99	92	118
CCOC(=O)/C=C/c1ccc(C(=O)OCC)[nH]1
 : 42	75	81	108	90	85	72	63

(further entries)
Results follow in this order: IGROV1	OVCAR-5	SN12C	OVCAR-4	786-0	SK-OV-3	UO-31	TK-10
COC(CC(F)F)c1cc2ccccc2s1 (stereo not given)
 : 107	100	97	x	100	105	91	100
O=C(/C=C/c1c(Cl)nc2sccn12)c1ccc(F)c(F)c1
 : 88	76	76	79	85	71	64	92
O=C1CSC(c2cn(-c3ccccc3)nc2-c2cccc([N+](=O)[O-])c2)N1c1cccc(F)c1 (stereo not given)
 : 104	108	122	109	99	107	76	117
CC(C(=O)c1ccccc1)C(O)c1ccccn1 (stereo not given)
 : 108	93	107	91	107	110	99	121
COc1cc(OC)c(N(C)C(=O)c2cc3c(s2)-c2ccccc2S(=O)(=O)C3)cc1Cl
 : 100	100	100	106	100	109	94	109
Cc1cncc(C)c1
 : 114	111	103	x	100	115	92	105
CCOC(=O)c1cc(C(=O)c2cc(OC)c(OC)c(OC)c2)n2ncccc12
 : 47	63	54	62	27	26	40	54
C[S+](C)CC(=O)c1ccc2ccccc2c1
 : 96	113	93	110	94	110	71	109
CCN(CC)CCCOc1cccc2c1C(=O)c1cccc(OCCCN(CC)CC)c1C2=O
 : 26	56	31	33	41	42	16	39
COc1cc(OC)cc(/C(C)=N/NC(=O)CSc2nc3ccccc3c(=O)n2Cc2ccc(S(N)(=O)=O)cc2)c1
 : 101	86	96	105	86	111	92	150

(list continues)
Results follow in this order: IGROV1	OVCAR-5	SN12C	OVCAR-4	786-0	SK-OV-3	UO-31	TK-10
c1ccc(-c2n(Cc3ccc4ccccc4c3)cc[n+]2Cc2ccc3ccccc3c2)cc1
 : -68*	-36*	-35*	-28*	-81*	-6.1*	-17*	-70*
COc1ccc(NC(=O)Nc2ccc(OCC(=O)N=Nc3c(O)[nH]c4ccc(Br)cc34)cc2)cc1
 : 106	115	97	109	90	99	96	127
COC(=O)c1nc(-c2ccccc2)oc1SCc1ccccc1
 : 92	84	97	100	94	95	87	91
CCN1C(=O)N(c2ccccc2)C2Nn3c(s/c(=C4\C(=O)N(C(C)C)c5ccccc54)c3=O)=NC21 (stereo not given)
 : 100	102	102	105	101	x	80	122
O=C(Nc1ccc(OCc2ccccn2)c(Cl)c1)c1ccncc1
 : 107	103	100	73	84	103	87	75
Cn1c(N)nc(N)c(NC=O)c1=O
 : 107	103	115	x	105	103	93	120
CC(C)C(N)=Nc1ccc(Cl)c(Cl)c1
 : 129	98	105	113	108	117	99	112
Nc1ncnc2c1N=C(c1ccc3c(c1)OCO3)CC(c1cccc(Nc3ccnc4cc(Cl)ccc34)c1)N2 (stereo not given)
 : 59	97	51	61	55	79	44	66
CCCCC(CC)COC(=O)/C=C/c1cccc2c1C(=O)NC(C)(c1cc3cc(Cl)ccc3oc1=O)N2 (stereo not given)
 : 100	108	88	95	92	98	80	118
Nc1nc(N)c2c(n1)NC(c1ccc3c(c1)OCO3)CC(c1ccc([N+](=O)[O-])cc1)=N2 (stereo not given)
 : 93	96	112	90	92	100	76	106

Continued.
Results follow in this order: IGROV1	OVCAR-5	SN12C	OVCAR-4	786-0	SK-OV-3	UO-31	TK-10
CCN(CC)CCCNc1cc(OC)cc2cccnc12
 : 106	117	98	51	102	112	92	109
Cc1ccc2c(OCC(=O)N/N=C/c3ccc(Br)cc3)cc(=O)[nH]c2c1
 : 84	101	98	107	105	91	72	159
c1ccc2[nH]c(SSc3nc4ncncc4[nH]3)nc2c1
 : 43	45	42	34	16	24	32	30
C#Cc1nc2ccccc2c(=O)[nH]1
 : -66*	-45*	-41*	-74*	-65*	50	-72*	-42*
CCCCCSc1nc(N)nc2nc[nH]c12
 : 71	95	96	104	93	x	96	98
CC(=O)Nc1cccc(NC(C)=O)n1
 : x	143	100	112	101	101	99	111
CC1=CC=C(NC(=O)/C=C/c2ccccc2)CC1Nc1nccc(-c2cccnc2)n1 (stereo not given)
 : 55	97	50	70	16	58	65	107
C(CCN1CCOCC1)CN1CCOCC1
 : 104	107	99	97	99	104	92	101
OC(COc1ccc(Cl)cc1)CN1CCN(c2ccc(Cl)cc2)CC1 (stereo not given)
 : 87	100	85	x	93	71	66	85
O=C(/C=C/c1ccc(F)cc1)c1c(O)c2ccccc2oc1=O
 : 105	121	98	98	109	98	85	166

Brought forward from above: 6 compounds; new compounds follow.
Results follow in this order: IGROV1	OVCAR-5	SN12C	OVCAR-4	786-0	SK-OV-3	UO-31	TK-10
CCCCCSc1nc(N)nc2nc[nH]c12
 : 71	95	96	104	93	x	96	98
CC(=O)Nc1cccc(NC(C)=O)n1
 : x	143	100	112	101	101	99	111
CC1=CC=C(NC(=O)/C=C/c2ccccc2)CC1Nc1nccc(-c2cccnc2)n1 (stereo not given)
 : 55	97	50	70	16	58	65	107
C(CCN1CCOCC1)CN1CCOCC1
 : 104	107	99	97	99	104	92	101
OC(COc1ccc(Cl)cc1)CN1CCN(c2ccc(Cl)cc2)CC1 (stereo not given)
 : 87	100	85	x	93	71	66	85
O=C(/C=C/c1ccc(F)cc1)c1c(O)c2ccccc2oc1=O
 : 105	121	98	98	109	98	85	166
CC12SCC(C(=O)NCc3cccc(C(F)(F)F)c3)N1C(=O)c1ccccc12 (stereo not given)
 : 100	104	93	90	100	97	81	102
CCCN1CCC(=O)NC1=S
 : 126&92	108&104	96	121&109	110&118	110&103	91&82	110&108
COc1c(C=O)c(O)cc2oc(-c3ccc(Cl)cc3)cc(=O)c12
 : 102	104	99	123	112	111	78	106
COc1ccc([N+](=O)[O-])c(C(=O)O)c1
 : 108	102	100	102	101	99	88	104
NNc1nc(N2Cc3ccccc3C2=O)n[nH]1
 : 103	103	100	108	105	106	86	106
C=C1c2nc3ccccc3n2C=C(c2cccc(OC)c2)N1Cc1ccc(Cl)cc1
 : 109	101	98	105	99	89	96	118
Cn1c(=O)[nH]c2nc(N)[nH]c(=O)c21
 : 107	109	105	108	96	83	83	91
CCOC(=O)c1csc(NC(=O)c2ccc(N3CCOCC3)c([N+](=O)[O-])c2)n1
 : 92	105	98	102	110	99	90	107
O=C1/C(=C/c2ccccc2[N+](=O)[O-])Cc2ccccc21
 : -11*!	-1.6*!	48&20	-40*	27&45	95&70	-66*!	-16*!
Cc1cc(NS(=O)(=O)c2ccc(Nc3ccnc(SCC(=O)c4ccc(Cl)cc4)n3)cc2)no1
 : 94	106	100	105	105	101	82	111
O=C(/C=C/N1C[C@H]2C[C@@H]1CN2c1ccccn1)c1ccccc1O
 : x	108	93	110	102	118	92	110
CCOC(=O)c1c2c(cn1Cc1cc(OC)ccc1OC)-c1oncc1CC2
 : 79	86	94	103	92	104	70	105

Taken from the results shown, two compounds:
Results follow in this order: IGROV1	OVCAR-5	SN12C	OVCAR-4	786-0	SK-OV-3	UO-31	TK-10
CCOC(=O)c1csc(NC(=O)c2ccc(N3CCOCC3)c([N+](=O)[O-])c2)n1
 : 92	105	98	102	110	99	90	107
O=C1/C(=C/c2ccccc2[N+](=O)[O-])Cc2ccccc21
 : -11*!	-1.6*!	48&20	-40*	27&45	95&70	-66*!	-16*!
